Mm-Cpn inhibitor: Inhibitors of TCP-1 ring complex (TRiC) of Methanococcus maripaludis (MmCpn): qHTS | Potency, µM (highest dose often 76.9 µM), without a hit: at the top dose activity, negative = inhibition, most hits filed as inhibitors | Chaperonin Mm-Cpn (Methanococcus maripaludis) | purified Mm-Cpn ATPase, ADP Transcreener TR-FRET | 0.031% of 330,000 active; also: potency is read from the fitted curve at half-maximal effect; % is scaled to controls: 0 for no effect and ±100 for the full control effect; nearly all actives have a fitted effect of over 80% in size
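ATPase turnover read by TR-FRET ADP competition (Eu cryptate antibody/ADP-d2, 665/590 nm): 10uM ATP final, 25nM Mm-CPN final, 30 min 37degC after 10-min compound preincubation, pH 7.4 Tris/KCl/MgCl2/DTT buffer.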
TDP-43 yeast inh: qHTS of TDP-43 Inhibitors; TDP-43 expressing yeast growth rescue, BacTiter-Glo, 24 h; Potency, µM (titrated, usually from 46.1 µM), without a hit: top-dose growth rescue (activation), most hits filed as activators; 1.8% of 410,000 active; also: potency is read from the fitted curve at half-maximal effect; % of control where 0% means no effect; nearly all actives have a fitted effect of over 50% in size
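Luminescence from BacTiter-Glo reports growth of TDP-43-expressing yeast after 24 hr at 30 deg C with compound. Cells were raffinose-pregrown to mid-log, then seeded in galactose medium at OD600=0.02.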
GLP1R inv ag: qHTS of GLP-1 Receptor Inverse Agonists (Inhibition Mode) | HEK293 GLP-1R CRE-luciferase, luminescence, 24 h; GLP-1R form is constitutively active | Potency, µM (highest dose often 38.3 µM), for inactives: top-dose activity change, negative = inhibition, most hits filed as inhibitors | 1.6% of 410,000 active | AID 624417, 2012 | Glucagon-like peptide 1 receptor (Homo sapiens), P43220; also: potency is read from the fitted curve at half-maximal effect; % is scaled to controls: 0 for no effect and ±100 for the full control effect; nearly all actives have a fitted effect of over 55% in size
Target sequence (P43220 whole entry, looked up): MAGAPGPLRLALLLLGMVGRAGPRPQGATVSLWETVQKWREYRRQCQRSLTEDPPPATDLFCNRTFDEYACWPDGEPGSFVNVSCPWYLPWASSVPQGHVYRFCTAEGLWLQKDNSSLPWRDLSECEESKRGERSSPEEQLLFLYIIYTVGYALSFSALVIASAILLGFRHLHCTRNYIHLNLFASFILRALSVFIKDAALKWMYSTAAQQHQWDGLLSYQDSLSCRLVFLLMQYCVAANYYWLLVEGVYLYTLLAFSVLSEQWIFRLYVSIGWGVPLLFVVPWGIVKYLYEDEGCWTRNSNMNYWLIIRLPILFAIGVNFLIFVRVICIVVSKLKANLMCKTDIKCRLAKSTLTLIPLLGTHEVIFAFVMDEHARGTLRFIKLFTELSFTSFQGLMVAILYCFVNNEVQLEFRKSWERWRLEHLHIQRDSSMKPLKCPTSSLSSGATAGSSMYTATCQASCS
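Constitutively active GLP-1R drives a cAMP-responsive luciferase in stably transfected HEK293 cells; test compounds are added after overnight (12 h) attachment and left 24 hr, and signal loss in luminescence marks inhibition.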
Abeta yeast res: qHTS for compounds that reverse cellular toxicity of Amyloid beta (A-beta) peptide in yeast: Primary Screen | yeast expressing A-beta42, growth rescue, OD600, 48 h; response scale: 0% DMSO, 100% iron-clioquinol control | Potency, µM (titrated, usually from 46.1 µM), for the others: top-dose growth rescue, actives largely listed as activators | 0.063% of 410,000 active | AID 1347071, 2019; also: potency is read from the fitted curve at half-maximal effect; nearly all actives have a fitted effect of over 55% in size
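Yeast growth medium received pinned compounds, then yeast cells expressing toxic A-beta were added; plates incubated at 30 C for 48 hr. Growth read as absorbance at 600 nm, normalized to DMSO and equimolar FeCl3 plus clioquinol controls.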
FUS yeast rescue: qHTS for Suppressors of FUS Proteinopathy: Primary screen using FUS-linked yeast assay; S. cerevisiae FUS-expressing, growth rescue, OD600, 24 h; Potency, µM (titrated, usually from 76.6 µM), for the others: top-dose growth rescue (activation), most hits filed as activators; 0.24% of 390,000 active; AID 1347120, 2019;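 also: potency is read from the fitted curve at half-maximal effect; plate controls were DMSO vehicle for no effect and reference control for full effect; nearly all actives have a fitted effect of over 55% in size; some results filed as inactive show a strong effect at the top dose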
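Quantitative HTS measuring growth restoration of FUS-toxic yeast. Galactose-induced cells (OD 0.005) were exposed 24hr at 30C to compounds at several concentrations, then absorbance at 600 nm was recorded.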
aSyn rescue: qHTS of alpha-syn Inhibitors | Yeast expressing alpha-synuclein, growth rescue, BacTiter-Glo, 24 h | Potency, µM (doses to about 46.1 µM), for inactives: at the highest dose growth rescue (activation), usual class: activators | 0.14% of 370,000 active | AID 652106, 2013; also: potency is read from the fitted curve at half-maximal effect; % of control where 0% means no effect; nearly all actives have a fitted effect of over 65% in size
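Screening used galactose-induced yeast with toxic alpha-synuclein levels, exposed to compound for 24 hr at 30 deg C. Cell growth, read with BacTiter-Glo luminescence, gave the measured signal.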
Akt phos inh: HTS Assay for Inhibitors of Akt Phophorylation: Primary Screen | AID 651550, 2012 | activity change, % for hits at 50 µM | 0.32% of 360,000 active | Neuro2A IGF-stimulated pAkt S473 HTRF, 20 min; stronger effect = lower value; in the data active = activity change below about -80%; inconclusive = mostly about -51% to -80%; also: % is scaled to controls: 0 for no effect and ±100 for the full control effect
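Neuro2A cells (4,500/well, DMEM with 0.5% FBS) were treated with compound at a single 50 µM final concentration, stimulated with 6 nM IGF for 20 min at 37 °C, and lysed. Phospho-Akt Ser473 was read by HTRF as 665/615 ratio ×10^4.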
GLP1R cytotox: qHTS of GLP-1 Receptor Inverse Agonists: Cytotox Screen | HEK293 cAMP-luciferase reporter cells, luminescence, 24 h | Potency, µM (highest dose often 38.3 µM), without a hit: at the highest dose activity change, negative = inhibition, actives largely listed as inhibitors | 0.13% of 410,000 active | AID 624418, 2012;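 also: loss of luciferase light is scored as toxicity; potency is read from the fitted curve at half-maximal effect; % is scaled to controls: 0 for no effect and ±100 for the full control effect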
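A 23 nL compound transfer followed 12 hours of cell culture at 37 deg C; exposure then lasted 24 hr. Luciferase assay detection reagent was dispensed and plates read for luminescence after a 12 min room-temperature wait.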
PTHR1 agonist: qHTS for PTHR1 Agonists: Primary Screen. HEK293 GP2 PTHR1 cells, GloSensor cAMP luminescence, 1 h. Potency, µM (top dose mostly 115 µM), inactives show top-dose activation, actives largely listed as activators. 0.075% of 410,000 active; also: potency is read from the fitted curve at half-maximal effect; nearly all actives have a fitted effect of over 55% in size; some results filed as inactive show a strong effect at the top dose; inactives centre near -15; many of its hits are not listed in these tables
Target sequence (Q03431 whole entry, looked up): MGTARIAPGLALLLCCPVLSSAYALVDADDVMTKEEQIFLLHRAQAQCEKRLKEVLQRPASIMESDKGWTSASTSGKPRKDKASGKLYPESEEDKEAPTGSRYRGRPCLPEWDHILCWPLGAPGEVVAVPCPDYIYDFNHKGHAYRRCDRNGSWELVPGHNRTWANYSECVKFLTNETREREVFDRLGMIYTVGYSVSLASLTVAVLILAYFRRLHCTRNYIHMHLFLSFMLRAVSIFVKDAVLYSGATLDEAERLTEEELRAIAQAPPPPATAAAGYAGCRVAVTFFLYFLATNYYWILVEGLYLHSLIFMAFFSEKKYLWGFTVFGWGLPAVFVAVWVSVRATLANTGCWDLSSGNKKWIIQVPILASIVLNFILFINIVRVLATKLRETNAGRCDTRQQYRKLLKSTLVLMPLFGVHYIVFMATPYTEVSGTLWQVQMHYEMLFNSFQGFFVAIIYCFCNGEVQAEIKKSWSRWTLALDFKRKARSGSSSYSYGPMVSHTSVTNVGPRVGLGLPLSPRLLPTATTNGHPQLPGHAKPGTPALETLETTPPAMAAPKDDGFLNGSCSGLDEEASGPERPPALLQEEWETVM
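HEK-293-derived GP2 cells expressing PTHR1 and a GloSensor cAMP reporter, 3,000/well, plated overnight, given luciferin plus IBMX (each 0.5 mM as added) for 1 h at 37 °C, then compound for 1 h at 37 °C. Luminescence was read after 15 min at room temperature.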
* = called active by the depositor; i = inactive; ? = inconclusive; . = not tested or not shown; [ ] = dose if it differs, or a comment. Unless noted, calls follow the shape of the dose curve; as a rule, active = well fitted curve in the direction sought with a large enough effect; inconclusive = small, poorly fitted or top-dose-only effect, or another doubt; inactive = no such curve, though single readings can be large; an effect the other way counts as inactive or inconclusive.

Screens in order: Mm-Cpn inhibitor, TDP-43 yeast inh, GLP1R inv ag, Abeta yeast res, FUS yeast rescue, aSyn rescue, Akt phos inh, GLP1R cytotox, PTHR1 agonist
CC(NC(=O)c1ccc(Br)cc1)C(=O)NC1=NCCS1 (stereo unspecified)
→ 1%, -14%, 6%, -8%, 9%, -4%, i, 6%, i
O=C(c1cc2sccc2n1Cc1ccccc1)N1CCN(c2nc3ccccc3s2)CC1
→ ?, 10%, ?, 6%, 40%, 3%, i, -11%, -24%[57.5 µM]
c1ccc(-c2ccc3nncn3c2)cc1
→ ., 22%, 26%, -15%, -6%, 1%, i, -6%, i
O=C(CCN1C(=O)c2ccccc2C1=O)CN1CCOCC1
→ 0%, 19%[9.22 µM], 5%, 2%, -17%, -4%, i, 4%, i
COc1cc(-c2nc(C)c(C(C)=O)n2O)ccc1OCC(=O)Nc1ccc(F)cc1
→ -3%, 19%, 17%, -1%, -13%, -6%, i, 6%, -4%
CC(C)c1ccc(NS(=O)(=O)c2ccc3[nH]cc(C(=O)N4CCC(C(N)=O)CC4)c(=O)c3c2)cc1
→ 1%, 3%, 1%, -2%, 2%, 2%, i, -9%, i
CC(C)(C)NC(=O)/C=C/c1cccs1
→ 2%, 21%, 6%, 21%, -24%, 7%, i, -7%, i
Cc1ccc(CN2C(=O)CSC(C)C2=O)cc1 (stereo unspecified)
→ 0%, 13%, -10%, 28%, 0%, 2%, i, 5%, i
CCn1cc(C(=O)N2CCN(c3ccc(F)cc3)CC2)c2cc(OC)c(OC)cc2c1=O
→ 0%, -5%, -6%, -5%, 18%, -2%, i, -2%, -22%
CCOC(=O)c1ccc(NC(=O)CCc2ccc(CC)o2)cc1
→ 0%, 18%, 0%, -36%[inhibitor], 23%, -10%, i, 2%, i
CCCCN=C1CC(C)(C)CC(=O)/C1=C(/O)CCC
→ -1%, ?, -14%, -4%, -15%, 7%, i, -2%, i
c1csc(CSc2nnc3sc4ccccc4n23)c1
→ 0%, 14µM*, -14%, -10%[9.22 µM], -36%, -1%, i, -2%, -42%[inhibitor]
COC(=O)c1ccc(/C=N/NC(=O)C(=O)N2CCCCCC2)cc1
→ -2%, 16%, -5%, -3%, -23%, 0%, ., 4%, i
Cc1cc(Br)ccc1OCc1nc(-c2cccnc2)no1
→ 0%, ?, 12%, 18%, 1%, 7%, i, 1%, -34%[inhibitor][57.5 µM]
CC(=O)c1ccc(N2CCN(c3ncccn3)CC2)c([N+](=O)[O-])c1
→ -3%, 24%, 19%, -15%, 6%, 4%, i, 0%, -4%
CCC1=Nc2cc(C(=O)NCCCN3CCOCC3)ccc2Sc2ccc(Br)cc21
→ -2%, 0%, 11µM*, 6%, 24%, 0%, i, -2%, -2%
CN(C(=O)CSc1nc2ccc(Cl)cc2[nH]1)C1CCS(=O)(=O)C1 (stereo unspecified)
→ 0%, 9%, 9%, -16%, -12%, 0%, i, 3%, -11%
O=S(=O)(NC1CCCC1)c1ccc(S(=O)(=O)N(Cc2cccs2)CC2CCCO2)cc1 (stereo unspecified)
→ -2%, -24%, -27%, -10%, 38%, ?, ., 4%, -4%[57.5 µM]
O=C(COc1cccc2c1CCNC2=O)Nc1cccc(C(F)(F)F)c1
→ -3%, 7%, 16%, -2%, 8%, -8%, i, 4%, -22%
C[C@@H]1CN([C@@H](C)CO)C(=O)CCCn2nncc2CO[C@H]1CN(C)C(=O)C1CCCCC1
→ ., 22%, 4%, -1%, -22%, 8%, i, -1%, -11%
O=C(Nc1ccc(S(=O)(=O)N2CCc3ccccc32)cc1)c1ccco1
→ 0%, -5%, -1%, 16%, 26%, -3%, i, 0%, -4%[57.5 µM]
CCOC(=O)C1=C(CC)Nc2ccccc2N/C1=N\S(=O)(=O)c1cc(Br)ccc1Br
→ 2%, 26%, ?, -1%, ?, 0%, i, 9%, -42%[inhibitor]
O=C(Cc1cccc(F)c1F)NC1CCCN(Cc2ccc(Cl)cc2)C1 (stereo unspecified)
→ 0%, ?, ?, 9%, -4%, 0%, i, 6%, -33%
CCOC(=O)c1cccc(NC(=O)c2cc3cc4ccc(C)cc4nc3o2)c1
→ ., -5%, 8%, -5%, 8%, ., ., -6%, -24%
COc1ccc(/C=C2\CCC(C3CCCC3)C2=O)cc1Cn1cccn1 (stereo unspecified)
→ 1%, -2%, ?, 2%, ., -3%, i, 20%, -68%[inhibitor]
CC1Sc2ccc(S(=O)(=O)NCCc3ccc(S(N)(=O)=O)cc3)cc2NC1=O (stereo unspecified)
→ -2%, -13%, 8%, 4%, -9%, -3%, i, -3%, -30%[inhibitor]
Cc1ccc(NC(=O)CN2C(=O)S/C(=C\c3ccc(OCC(=O)O)c(Br)c3)C2=O)cc1
→ 1%, 8%, -7%, 3%, -9%, 3%, i, 3%, -20%
COc1ccc(/C=C(\C#N)c2nc3ccccc3n2C)c(OC)c1
→ ., 20µM*, ?, -30%[inhibitor], 22%, ., ., -26%, -32%[inhibitor]
O=C(Nc1ccc(-c2csnn2)cc1)C(Cl)(Cl)Cl
→ -4%, 20%, -13%, 16%, 4%, 8%, i, -2%, -45%[inhibitor]
Cc1ccccc1OCC(=O)Nc1c(C)ccc2nsnc12
→ ., 19%, 1%, -8%, 17%, ., ., 11%, -58%[inhibitor]

Retrieved by compound from the list above (4):
Screens in order: Mm-Cpn inhibitor, TDP-43 yeast inh, GLP1R inv ag, Abeta yeast res, FUS yeast rescue, aSyn rescue, Akt phos inh, GLP1R cytotox, PTHR1 agonist
CCOC(=O)c1ccc(NC(=O)CCc2ccc(CC)o2)cc1
→ 0%, 18%, 0%, -36%[inhibitor], 23%, -10%, i, 2%, i
CC(NC(=O)c1ccc(Br)cc1)C(=O)NC1=NCCS1 (stereo unspecified)
→ 1%, -14%, 6%, -8%, 9%, -4%, i, 6%, i
c1ccc(-c2ccc3nncn3c2)cc1
→ ., 22%, 26%, -15%, -6%, 1%, i, -6%, i
CC(C)(C)NC(=O)/C=C/c1cccs1
→ 2%, 21%, 6%, 21%, -24%, 7%, i, -7%, i

More entries:
| canonical_smiles | Mm-Cpn inhibitor | TDP-43 yeast inh | GLP1R inv ag | Abeta yeast res | FUS yeast rescue | aSyn rescue | Akt phos inh | GLP1R cytotox | PTHR1 agonist |
| --- | --- | --- | --- | --- | --- | --- | --- | --- | --- |
| N/C(=N\OC(=O)COc1ccc(Br)cc1)c1ccncc1 | -1% | -17% | 2% | 16% | -9% | 0% | i | -1% | -22% |
| COc1ccc(-n2c(C(C)(C)C)csc2=Nc2c(C)n(C)n(-c3ccccc3)c2=O)cc1 | ? | -4% | 26% | 7% | -7% | 1% | i | -4% | i |
| CC(C)Oc1cccc(OCCN2C(=O)c3ccccc3C2=O)c1 | 0% | 16%[9.22 µM] | 8% | 3% | 37% | 18% | i | 0% | -27% |
| Nc1nc(C2CCCCC2)cs1 | 4% | -28% | 0% | 3% | -5% | 0% | i | 8% | i |
| CC1(C)CC(=O)C2=C(C1)OC1=C(C2)C(=O)CC(C)(C)C1 | 1% | 17% | 1% | -11% | . | -16% | i | -18% | i |
| CCCOc1ccc(-c2c(C(=O)N/N=C(\C)c3cccs3)nnn2-c2nonc2N)cc1 | 3% | 11% | 5% | 8% | 4% | 1% | i | 1% | -19% |
| COCCn1nnnc1C(CC(C)C)N1CCN(c2ccccc2)CC1 (stereo unspecified) | 2% | 0% | 3% | -18% | -22% | 3% | i | -5% | i |
| CC(=O)Oc1oc(-c2ccccc2)nc1/C=N/c1ccccn1 | 2% | -12% | -1% | 5% | -24% | ? | i | -7% | i |
| CCOC(=O)C(Cc1ccccc1)C(=O)Nc1ccccc1C (stereo unspecified) | -2% | ? | 0% | -7% | 4% | 1% | i | 0% | -10% |
| COc1cccc(C(NC(C)=O)c2nc(-c3csc4ccccc34)cs2)c1 (stereo unspecified) | . | ? | ? | -5% | ? | 19% | i | 1% | i |
| COc1ccc(-c2nnc(Nc3ccc(CC(N)=O)cc3)c3ccccc23)cc1 | -1% | 9% | ? | 0% | . | -4% | i | 14% | -75%[inhibitor] |
| O=C(COc1ccccc1Cl)Nc1ccc(S(=O)(=O)Nc2ccccn2)cc1 | 2% | -20% | 27% | -19% | 14% | 11% | i | 1% | -13% |
| Cc1ccc(CNC(=O)C2C3C=CC(C3)C2C(=O)O)cc1 (stereo unspecified) | -2% | -4% | 0% | -2% | -18% | 5% | i | -16% | i |
| CCCn1ccc2c(OCC(=O)Nc3ccccc3OCC)cccc2c1=O | . | 0% | 1% | -1% | 35% | . | . | -13% | i |
| CCC(C(=O)NC(C)(C)C)N(Cc1ccc(OC)cc1)C(=O)c1snc(C(N)=O)c1N (stereo unspecified) | . | 5% | 6% | 6% | 6% | 7% | i | -2% | i |

This is a subset, so the mix of outcomes need not match the whole.
